Assay outcomes from PubChem BioAssay.
mHtt clearance: clearance of mutant huntingtin inclusions, primary screen, imaging, HeLa Exon1htt(103Q)mCFP, confocal imaging; inhibition, % at 1.5 µM; AID 853, 2007; actives 0.42% (n = 47,000); aggregate imaging; zero = plate's median compound well;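 active = inhibition of aggregate fluorescence above about 70%, also judged a hit by eye on the cell image, limit read from the data, passing the limit was not always enough; inconclusive = no rule stated for this call; inactive = not judged a hit on image review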;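 note: cells exposed to compound for three days before fixation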
mHtt clearance grain fraction: also measured in mHtt clearance; calls as there; fraction fluorescence in grains; measured here: aggregate grain fluorescence fraction; active compounds read low;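 scaled fraction of total cell fluorescence in grains with unit not stated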
Active calls of the source: *; ? = inconclusive; nt = not tested or not shown. The list is partial; count on the stated rates, not on these rows.

SMILES	mHtt clearance	mHtt clearance grain fraction
COc1ccccc1N1CCN(C(=O)C2CCCO2)CC1 (centres undefined)	-13.0	22.8
Cc1nnsc1NC(=O)OCCCl	-33.2	56
Cc1ccc(/C=C2\OC(=O)c3ccccc32)cc1	0.1	33.4
COc1ccc(N2C(=O)CC(NCc3ccc(F)cc3)C2=O)cc1 (centres undefined)	30.0	12.6
CCNC(=O)NC(=O)C(C)Sc1nc2cc(C(=O)OC)ccc2c(=O)n1-c1ccccc1 (centres undefined)	-27.8	53.7
CCOc1cc(/C=C2\C(=O)N(c3nc(-c4ccc(Br)cc4)cs3)N=C2c2ccccc2)ccc1O	34.0	13.3
Cc1ccc(NC(=O)C2CCN(S(=O)(=O)c3cccc4cccnc34)CC2)nc1	47.5	18.8
COc1ccc(CC(=O)N2CCCC(C)C2)cc1 (centres undefined)	14.7	33.9
O=C(C1CCCN1S(=O)(=O)c1cccc2cccnc12)N1CCN(c2ccccc2)CC1 (centres undefined)	-12.1	58.4
CCc1nnc(NC(=O)CSc2nnc(CSc3nc(C)cc(C)n3)n2C)s1	35.3	24.7
O=C(Nc1ccc(Br)cc1F)C1CCCO1 (centres undefined)	-48.0	28.9
N#Cc1c(N)oc(-c2cccs2)c1-c1cccs1	-18.0	19.6
CCc1ccc(NC(=O)CN2C(=O)CSC2=O)cc1	2.8	18.9
Nc1ccc(Nc2ccncc2[N+](=O)[O-])cc1	10.5	17.6
Nc1nc(-c2ccc(F)cc2)cc(C(F)(F)F)n1	-10.0	20.4
Cc1ccc(-c2nc3ncccn3c2Nc2ccc3c(c2)OCO3)o1	-23.8	24
O=C(NCc1cccnc1)NC(C(F)(F)F)C(F)(F)F	-51.7	58.2
COc1ccc(N2CC(C(=O)OCC(=O)c3ccccc3)CC2=O)cc1 (centres undefined)	13.9	36.2
Cc1ccc(NC(=O)C2CCCNC2=O)nc1 (centres undefined)	-14.2	22.5
O=C(NCCCO)NC12CC3CC(CC(C3)C1)C2	13.8	20.3
CCn1ccc2cc(OC)ccc2c1=S	-69.8	67.5
Cc1ccc(NC(=O)COC(=O)Cn2c(C)csc2=O)cc1C	-46.9	52.3
COc1cc(S(=O)(=O)N2CCN(C)CC2)ccc1Cl	-23.4	21.9
CC(Oc1ccccc1)C(=O)Nc1ccc(S(=O)(=O)NCC2CCCO2)cc1 (centres undefined)	-6.7	21.1
N/C(CN1CCCC1=O)=N\OC(=O)c1ccccc1Cl	-35.2	52
CCc1ccccc1NC(=O)N1CCC(NC(=O)C(Cc2ccc(OC)c(OC)c2)NC(C)=O)CC1 (centres undefined)	-86.7	66.8
Cc1ccc(-c2noc(CNc3ccccc3)n2)cc1	22.8	15.2
COCn1c(-c2ccc(OC)c(OC)c2)nc2ccccc21	34.2	24.2
CCCn1c(SCC(=O)NC(C)(C)C)nnc1C(C)C	-29.1	22.9
CCOC(=O)c1ccc(NC(=O)C(C)NS(=O)(=O)c2ccc(OC)cc2)cc1 (centres undefined)	29.3	32.7
N#Cc1c(C(F)(F)F)cc(-c2ccco2)nc1SCc1ccccn1	-270.0	72.2
COC(=O)c1[nH]c2ccc(C)cc2c1NC(=O)NC1CCCCC1	17.4	19.5
CCOc1ccccc1-n1c(SCC(=O)N2CCCC2)nnc1-c1ccoc1C	19.5	29.1
CC1CCN(CCc2nc3cc(NS(=O)(=O)c4ccc(F)cc4)ccc3n2C)CC1	-5.8	17.3
O=C(Cn1c(=O)oc2cc(S(=O)(=O)N3CCCC3)ccc21)NCc1ccc(F)cc1	33.0	34.9
O=C(CSc1nnc(-c2ccccn2)n1-c1ccccc1)Nc1ccc2c(c1)OCO2	?	nt
CCCCCC1NC(=O)NC1CCCCCC(=O)O (centres undefined)	18.9	13.3
CC(C)CSc1nc2ccccc2c(=O)[nH]1	-43.0	56.5
CCN(CC)S(=O)(=O)c1ccc(Cl)c(OC)c1	-7.2	19.9
COc1ccc(CCNC(=O)C2CCN(S(=O)(=O)c3ccc(-n4cnnn4)cc3)CC2)cc1OC	26.2	13.1
CCOC(=O)CCc1c(C)c2ccc(OCc3ccc([N+](=O)[O-])cc3)cc2oc1=O	-57.5	61.7
CC1(C)N=C(N)N=C(N)N1c1cccc(C(=O)O)c1	-22.8	39.6
CCOC(=O)c1ccc(NC(=O)CSc2n[nH]c(-c3ccncc3)n2)cc1	18.9	15.8
CCN(CC)S(=O)(=O)c1cc(C(=O)Oc2ccccc2OC)ccc1OC	31.7	14
COc1cc(C2C(=O)N(C3CCCC3)CC(=O)N2Cc2ccco2)ccc1OC(C)C (centres undefined)	5.8	20.6
CCOC(=O)NC(Nc1nnc(SCC)s1)(C(F)(F)F)C(F)(F)F	22.0	26.5
Cc1nc2c(ccc3nc(NC(=O)c4ccc(S(=O)(=O)N(C)C)cc4)sc32)s1	-22.9	45.2
O=C(CCC(=O)OCC(F)(F)C(F)F)NCc1ccccc1	-1.8	17.7
CS(=O)(=O)N(CCc1ccccc1)CC(=O)N1CCN(c2ccccc2)CC1	-1.7	19.1
Cc1ccc(O)c(-c2cc(C(=O)NCc3ccncc3)[nH]n2)c1	-17.4	49.5
CCOC(=O)C1C(=O)CC(C)(O)C(C(=O)OCC)C1c1ccc(C)s1 (centres undefined)	16.1	15.3
O=C(NCCCN1CCOCC1)c1c(F)cccc1F	34.9	11.8
CSc1ccc(Cl)c(C(=O)OCC(=O)N2CC(C)OC(C)C2)c1 (centres undefined)	19.3	27.8
COCCNC(=O)CN(C(=O)Cn1nnc2ccccc21)c1ccc(C)c(F)c1	-65.2	28.9
O=C(C1CCN(c2ccc(N3CCOCC3)nn2)CC1)N1CCN(c2ccc(F)cc2)CC1	33.5	22.9
CC(C)c1ccccc1OCCCCCNCCO	15.9	27.9
Cc1cc(N2C(=O)CCC2=O)n(-c2ccccc2)n1	-9.0	18.7
O=[N+]([O-])c1ccc(Sc2n[nH]c(-c3ccccc3)n2)nc1	29.5	26.5
O=C(COn1nnc2ccccc21)NCC1CCCCC1	-13.2	39.3
CCOC(=O)N1CCN(C(=O)c2ccc(Cl)c(S(=O)(=O)Nc3ccccc3)c2)CC1	-18.1	44.1

CCOC(=O)C1CCN(C(=O)c2cc3cc4cc(OC)ccc4nc3o2)CC1
  mHtt clearance: 52.6; mHtt clearance grain fraction: 17.1

COc1nn(CC(=O)N2N=C(C)CC2(O)C(F)(F)F)cc1[N+](=O)[O-] (centres undefined)
  mHtt clearance: 11.4; mHtt clearance grain fraction: 16.6

CCCCn1nnnc1SCC(=O)Nc1ccc2c(c1)OCO2
  mHtt clearance: -9.7; mHtt clearance grain fraction: 24.2

Nc1cc(C(=O)OCC(=O)NCC2CCCO2)ccc1Cl (centres undefined)
  mHtt clearance: 1.1; mHtt clearance grain fraction: 21.7

CC(OC(=O)C(NC(=O)c1ccco1)C(C)C)C(=O)Nc1ncc(Cl)cc1Cl (centres undefined)
  mHtt clearance: -32.2; mHtt clearance grain fraction: 50.4

O=C(Nc1cccc(C(=O)N2CCOCC2)c1)c1ccccc1
  mHtt clearance: -25.0; mHtt clearance grain fraction: 54.3

CSc1ccc(C(=S)N2CCN(C)CC2)cc1
  mHtt clearance: -36.6; mHtt clearance grain fraction: 24.2

COc1cccc(-n2c(Cc3cc(=O)[nH]c(=O)[nH]3)nnc2SCC(=O)N2CCC(C)CC2)c1
  mHtt clearance: -3.0; mHtt clearance grain fraction: 36.4

Cc1nc2ncnn2c(C)c1CCC(=O)N1CCN(C(=O)c2ccco2)CC1
  mHtt clearance: -13.1; mHtt clearance grain fraction: 41.6

O=C1CC(N2CCN(Cc3ccccc3)CC2)C(=O)N1c1ccccc1 (centres undefined)
  mHtt clearance: 12.0; mHtt clearance grain fraction: 15.9

O=C(COc1ccc(Cl)cc1)NCCSCc1cccc(Cl)c1
  mHtt clearance: 22.8; mHtt clearance grain fraction: 23.2

Cc1cc(C)cc(N(CC(=O)Nc2cccc(C)n2)S(=O)(=O)c2c(C)noc2C)c1
  mHtt clearance: -15.4; mHtt clearance grain fraction: 35.7

CCCN(CCC)CCCNC(=O)c1cn(CCOC)c(=O)c2c1c1ccccc1n2C
  mHtt clearance: -8.5; mHtt clearance grain fraction: 20.8

CCCCCNC(=O)CCCCn1c(=O)[nH]c2cc(OCC)c(OCC)cc2c1=O
  mHtt clearance: -20.8; mHtt clearance grain fraction: 37.1

O=C1CC(N2CCSCC2)C(=O)N1CCc1ccccc1 (centres undefined)
  mHtt clearance: 3.0; mHtt clearance grain fraction: 18.6

CCOc1ccccc1CNCCN1CCOCC1
  mHtt clearance: -11.2; mHtt clearance grain fraction: 41.9

CCCOc1ccc(C2C(C(=O)c3ccco3)=C(O)C(=O)N2CCCn2ccnc2)cc1 (centres undefined)
  mHtt clearance: -20.5; mHtt clearance grain fraction: 42.5

O=C(Nc1ccc(-c2nc3ccccc3o2)cc1)c1cccnc1
  mHtt clearance: 26.3; mHtt clearance grain fraction: 28.5

COc1ccc(N2C(=O)CCC2(C#N)c2ccc(OC)cc2)cc1 (centres undefined)
  mHtt clearance: -19.5; mHtt clearance grain fraction: 50.2

COc1ccc(/C=N/NC(=S)NC2CCS(=O)(=O)C2)cc1OC (centres undefined)
  mHtt clearance: -16.6; mHtt clearance grain fraction: 39

CCCCOc1cccc(C(=O)N(Cc2cccs2)C2CCS(=O)(=O)C2)c1 (centres undefined)
  mHtt clearance: -26.4; mHtt clearance grain fraction: 48.5

CCc1ccc(CN(C(=O)c2cc3ccccc3oc2=O)C2CCS(=O)(=O)C2)cc1 (centres undefined)
  mHtt clearance: -9.7; mHtt clearance grain fraction: 41.3

COC(=O)c1ccc(CSc2nc3cc(Cl)ccc3o2)cc1
  mHtt clearance: -37.6; mHtt clearance grain fraction: 32.5

COc1cc(NC(=O)c2cc3c(C)nc4ccccc4c3o2)cc(OC)c1OC
  mHtt clearance: -74.7; mHtt clearance grain fraction: 90.9

O=C(CSc1nnc(CNc2ccc(F)cc2)n1Cc1ccco1)NC1CC1
  mHtt clearance: -2.4; mHtt clearance grain fraction: 41

Cc1cc(N2CCN(c3cccc(C)c3C)CC2)nc(-c2ccccc2)n1
  mHtt clearance: 5.0; mHtt clearance grain fraction: 16.9

CCCNC(=O)N1CCC(C(=O)c2cccc(F)c2)CC1
  mHtt clearance: -34.6; mHtt clearance grain fraction: 58.4

CCn1c(SCC(=O)Nc2ccccc2N2CCCCC2)nc2c1c(=O)n(C)c(=O)n2C
  mHtt clearance: 16.9; mHtt clearance grain fraction: 16.2

O=C(Cn1nnc(-c2ccccc2NC(=O)c2cccs2)n1)Nc1ccccc1
  mHtt clearance: -30.2; mHtt clearance grain fraction: 27.9

c1ccc2c(c1)CCN(CCCNc1nc3ccccc3n3cnnc13)C2
  mHtt clearance: -33.7; mHtt clearance grain fraction: 64.6

Cc1ccc(S(=O)(=O)NC2CCC(C(=O)O)CC2)cc1 (centres undefined)
  mHtt clearance: 5.7; mHtt clearance grain fraction: 17.5

Cc1cccc(NCN2C(=O)c3ccncc3C2=O)n1
  mHtt clearance: -17.8; mHtt clearance grain fraction: 22.5

CCOC(=O)Cn1c(S(=O)(=O)Cc2ccc(F)cc2)nc(-c2ccccc2)c1-c1ccccc1
  mHtt clearance: -19.1; mHtt clearance grain fraction: 46.3

CCCc1[nH]nc2c1C(c1ccc(OCCN3CCOCC3)c(OCC)c1)C(C#N)=C(N)O2 (centres undefined)
  mHtt clearance: 42.3; mHtt clearance grain fraction: 11.1

CCn1c(COc2ccccc2)nnc1SCC(=O)C(C)(C)C
  mHtt clearance: 10.7; mHtt clearance grain fraction: 35.8

COc1ccc(C)cc1NC(=O)c1ccoc1C
  mHtt clearance: 9.5; mHtt clearance grain fraction: 18.7
